TRHR PAM – allosterically enhances the human TRH receptor; P34981; TRHR cells, fluo-8 calcium fluorescence, EC20 TRH enhancement; enhancement, % at 2 µM; 0.66% of 360,000 active; AID 493056; in the data active = enhancement above about 30%; also: 0% is about no effect
Target sequence (P34981 whole entry, looked up): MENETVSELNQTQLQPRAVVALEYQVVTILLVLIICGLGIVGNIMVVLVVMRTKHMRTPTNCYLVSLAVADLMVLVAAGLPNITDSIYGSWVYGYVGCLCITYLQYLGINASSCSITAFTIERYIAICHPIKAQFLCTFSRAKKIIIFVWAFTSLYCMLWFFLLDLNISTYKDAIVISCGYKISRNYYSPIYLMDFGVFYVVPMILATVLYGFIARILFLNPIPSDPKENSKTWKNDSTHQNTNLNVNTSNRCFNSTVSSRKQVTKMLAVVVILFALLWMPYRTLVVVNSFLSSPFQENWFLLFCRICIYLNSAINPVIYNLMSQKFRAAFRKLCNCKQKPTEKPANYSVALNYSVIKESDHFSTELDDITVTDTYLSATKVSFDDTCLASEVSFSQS
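TRHR-expressing cells loaded with fluo-8 calcium dye were read kinetically (ex 480/em 530) during compound addition, then stimulated with an EC20 of TRH (10 nM final). Enhancement of the Gq-mediated intracellular calcium response was scored.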
D2 ag – agonists of human D2 dopamine receptor. P14416. HEK293 T-REx D2 cells, calcium flux agonist mode. activation, % at 2 µM. 0.53% of 340,000 active;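 active = activation over 3 SD above normal in the single-dose calcium agonist read, cut at about 30% in these data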; also: 0% is about no effect
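HEK293 Trex D2 cells, tetracycline-induced, o/n 30 C 5% CO2; no-wash Ca dye, RT 30–90 min; 10-cycle baseline, 23 nl cpd added, kinetic Ca read 180 s; agonist hits = positive Ca response.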
D1 antagonist – blocks dopamine activation of the human D1 receptor; P21728; HEK293 TREx D1 cells, calcium flux, dopamine EC80; hits give low values; activity change, negative = inhibition, % at 10 µM; 3.2% of 360,000 active; AID 504652; in the data active = activity change below about -30%; also: % is scaled to controls: 0 for no effect and ±100 for the full control effect
Target sequence (P21728 whole entry, looked up): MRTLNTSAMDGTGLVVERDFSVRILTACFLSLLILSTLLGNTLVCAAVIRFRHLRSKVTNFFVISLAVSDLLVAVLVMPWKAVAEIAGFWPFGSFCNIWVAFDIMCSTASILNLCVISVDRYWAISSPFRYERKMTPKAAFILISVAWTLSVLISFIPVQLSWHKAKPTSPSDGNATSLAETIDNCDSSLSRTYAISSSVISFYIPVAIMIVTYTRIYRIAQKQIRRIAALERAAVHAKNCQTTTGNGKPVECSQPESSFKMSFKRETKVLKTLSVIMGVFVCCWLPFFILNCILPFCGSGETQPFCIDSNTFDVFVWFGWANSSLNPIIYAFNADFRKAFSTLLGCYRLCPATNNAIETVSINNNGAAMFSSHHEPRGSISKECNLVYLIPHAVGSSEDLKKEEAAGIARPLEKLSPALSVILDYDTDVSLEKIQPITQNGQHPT
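Antagonism measured as reduced calcium response to an EC80 dopamine addition following 180 s compound pre-read; cells were inducible HEK293 Trex D1 plated overnight at 30 C, read kinetically at 1 cycle/sec.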
D2 potentiator – D2 dopamine receptor (human) potentiation. AID 485347. HEK293 T-REx D2, calcium flux, EC20 dopamine potentiation. P14416. 0.34% of 340,000 active. potentiation, % at 10 µM;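 active = potentiation over 3 SD above the plate norm, cut at about 30% in these data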; also: 0% is about no effect
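Tetracycline-induced Hek293 Trex D2 cells, force-coupled to calcium, loaded with no-wash calcium dye. Compound added with 180 s kinetic read for agonism, then EC20 dopamine and a further 180 s read for potentiation.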
D1 potentiator – enhances dopamine response at the human D1 receptor; HEK293 TREx D1 cells, calcium flux, dopamine EC20 potentiation; potentiation, % at 10 µM; 0.036% of 360,000 active; in the data active = potentiation above about 30%; also: 0% is about no effect
TRHR agonist – agonists of human TRH receptor | P34981 | TRHR cells, calcium flux fluo-8, FDSS agonist mode | activation, % at 2 µM | 0.18% of 360,000 active | AID 493084; also: 0% is about no effect
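In this calcium-flux screen, cells bearing human TRHR are dye-loaded with fluo-8, baselined for 10 cycles, then exposed to library compounds; positive kinetic calcium responses during the agonist phase mark hits, with TRH as control.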
RXFP1 antag – blocks the human relaxin receptor RXFP1; Q9HBX9; HEK293-RXFP1, relaxin-stimulated cAMP HTRF, 30 min; hits give low values; activity change, negative = inhibition, % at 57.5 µM; 0.59% of 350,000 active; AID 1259400;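 active = activity change of -60% or lower, but not beyond a set lower limit; inconclusive = change between -60% and -40%, or beyond the set limit; inactive = change above -40%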; also: % is scaled to controls: 0 for no effect and ±100 for the full control effect
D1 ag – human D1 receptor agonism; 1% of 360,000 active; activation, % at 2 µM; P21728; HEK293 T-REx D1 cells, calcium flux, agonist mode; also: 0% is about no effect
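Agonism was scored from calcium flux recorded over 180 s (1 read/s) after pintool compound addition, following a 10-cycle baseline. Cells were inducible force-coupled HEK293 TREx D1, plated overnight at 30 C and loaded with no-wash calcium dye.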
D2 antagonist – D2 dopamine receptor (human) antagonism; inhibition, % at 10 µM; 2% of 340,000 active; P14416; HEK293 TREx D2 cells, calcium flux, dopamine EC80; in the data active = inhibition above about 30%; also: 0% is about no effect
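Tetracycline-induced HEK293 TREx cells expressing D2 receptor forced-coupled to calcium signalling, loaded with no-wash calcium dye. Compounds added and calcium flux read 180 s, then dopamine added at EC80 and read a further 180 s.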
Numbers without * were called inactive; ? = inconclusive; / = no result given; & = joins results of further samples. Rule as the data show it, unless noted: active = activation above about 30%; inactive = the rest.

SMILES	TRHR PAM	D2 ag	D1 antagonist	D2 potentiator	D1 potentiator	TRHR agonist	RXFP1 antag	D1 ag	D2 antagonist
CCN(CC)CCCNc1ncnc2scc(-c3ccc(F)cc3)c12	-6.9	-0.1	-11.9	-17.5	-4.7	0.5	6.4	5.0	20.8
Cc1cc(=O)oc2cc(NS(=O)(=O)c3ccc(F)cc3)ccc12	0.2	-0.2	-23.4	-0.3	-6.2	-0.3	-7.8	8.0	-2.0
CCNC(=S)NNC(=O)c1cc(C2CC2)nc2ccccc12	1.2	-0.2	23.6	-3.1	2.5	0.4	49.9	-0.2	-10.1
Cc1cc(C)c(NC(=O)CNC(=O)CSc2nnc(N)s2)c(C)c1	2.5	0.3	2.7	1.5	1.9	0.3	30.5	3.7	3.9
CN1C(=O)N(C)C2(c3ccccc3)Nn3c(s/c(=C/c4ccco4)c3=O)=NC12c1ccccc1 (stereo not drawn)	-0.2	0.2	-8.2	14.1	0.5	0.9	-4.4	3.6	18.2
O=C(COc1ccc(-n2cnnn2)cc1)NC(=O)NCc1ccccc1	3.9	-0.7	-24.6	6.5	-6.7	0.5	-0.6	11.6	-21.0
COc1cc(NC(=O)CSc2ncnc3sc4c(c23)CCCC4)c(C(=O)O)cc1OC	22.5	-3.0	7.9	/	-6.4	0.3	-14.3	0.2	5.1
COc1ccc(NC(=O)c2c(NC(=O)CCC(=O)O)sc(-c3ccccc3)c2C)cc1	-3.7	/	24.5	9.1	3.4	0.3	-5.5	1.8	/
COc1cccc([C@@H]2Oc3ccc(Br)cc3C(=O)[C@H]2OC(=O)NC2CCCC2)c1	-1.8	-0.3	-7.8	11.0	-0.6	0.6	/	1.6	2.7
COc1ccc(S(=O)(=O)Nc2cccc(-c3ccc(N4CCCCC4)nn3)c2)cc1F	-1.4	-0.1	0.2	14.0	-1.8	-0.4	-17.7	2.7	/
C#CCNC(=O)C1=C[C@@H](C)C[C@@H](OCc2ccc(CO)cc2)O1	1.9	-0.3	1.9	-4.2	-3.4	-0.2	/	-3.6	-6.1
COc1cccc(/C=C2\C=C(c3ccc(C)cc3)OC2=O)c1OC(C)=O	-3.5	0.7	-21.8	-4.5	-9.8	3.0	-7.4	20.5	-9.1
COc1cccc(NC(=O)CNC(=O)c2ccc(OC)c(OC)c2)c1	-1.1	0.1	19.6	16.4	8.4	0.0	-0.6	1.6	-17.2
Cc1onc(-c2ccccc2)c1C(=O)N/N=C/c1cn(C)c2ccccc12	-2.7	1.5	-5.7	3.9	2.8	1.0	6.3	2.1	6.6
COc1ccccc1CCC(=O)Nc1ccc(OC)c(S(=O)(=O)N2CCOCC2)c1	-2.5	-1.0	-25.3	-10.8	-4.9	0.8	-2.5	1.8	17.7
Cc1ccc(C2=NOC(C)(c3nnc(-c4ccc(F)cc4)o3)C2)cc1 (stereo not drawn)	0.0	0.4	-19.5	11.0	-0.1	-0.1	/	1.5	5.2
c1ccc(CNc2ncnc3c2cnn3Cc2ccccc2)cc1	-0.6	2.7	-15.3	9.4	-9.0	8.4	2.3	51.8*	-3.4
Cc1ccccc1NC(=O)C1CC(=O)n2ncnc2N1 (stereo not drawn)	-5.2	-0.2	6.3	0.7	-2.5	0.0	5.3	1.4	3.5
COc1ccc(S(=O)(=O)NC(C)c2ccccc2)cc1C(=O)N1CCCCC1 (stereo not drawn)	-17.8	-0.2	14.3	0.1	-5.0	-1.3	-3.0	0.8	18.7
COc1ccc(-c2nn(C)c(=O)[nH]2)cc1	-1.8	-0.1	-8.5	-0.9	-0.7	0.8	-0.4	0.8	19.4

Brought forward from above: 2 compounds, then new ones.
SMILES	TRHR PAM	D2 ag	D1 antagonist	D2 potentiator	D1 potentiator	TRHR agonist	RXFP1 antag	D1 ag	D2 antagonist
COc1ccc(S(=O)(=O)NC(C)c2ccccc2)cc1C(=O)N1CCCCC1 (stereo not drawn)	-17.8	-0.2	14.3	0.1	-5.0	-1.3	-3.0	0.8	18.7
COc1ccc(-c2nn(C)c(=O)[nH]2)cc1	-1.8	-0.1	-8.5	-0.9	-0.7	0.8	-0.4	0.8	19.4
CC(C)(C)c1ccccc1OCCCCCNCCO	21.9	0.7	17.7	-30.2	-6.3	3.2	-13.0	32.6*	50.4*
COc1ccc(NC(=O)c2sc(N)nc2-c2ccccc2)cc1	4.7	0.5	6.1	0.9	-1.9	-0.6	-4.3	0.3	-6.3
COC(=O)Cc1c(C(=O)OC)nnn1-c1ccc(OC)cc1	6.0	0.3	19.9	3.1	-0.3	-0.4	-2.1	1.7	17.9
CCC(C)C(NC(N)=O)C(=O)Nc1ccc(C(=O)OC)cc1 (stereo not drawn)	9.2	-1.0	1.8	16.5	-9.4	-0.7	-7.0	3.8	-24.8
Cc1ccc[n+](-c2nc3ccccc3nc2C(=C=[N-])C#N)c1	0.2&2.3	1.3&1.5	-15.5&0.8	9.4&-5.0	-3.4&-4.0	3.3&1.1	1.2&6.1	4.7&4.5	8.6&3.5
C=CCn1c(SCC(N)=O)nnc1-c1cc(Br)ccc1O	5.3	-0.5	-1.6	-3.6	-0.3	-0.1	-4.0	1.7	-10.6
COc1ccc(N2C(=O)CSC23C(=O)Nc2ccccc23)cc1OC (stereo not drawn)	4.8	-0.3	-0.5	10.4	-3.2	1.0	12.8	0.9	-18.3
CC(C)(C)N/N=C/c1cc(Cl)cc([N+](=O)[O-])c1O	19.3	1.3	-15.6	2.4	-3.5	0.4	-4.4	8.1	-29.8
Cc1ccccc1C(=O)Nc1cc(C)c(O)c(-c2nc3ccccc3o2)c1	1.7	-0.4	5.2	4.3	-0.8	-1.1	/	0.1	/
Cc1nn(C)c2c1c(C(F)(F)F)cc(=O)n2CC(=O)NC(C)(C)C	-1.3	0.1	-5.2	7.0	-4.5	-0.3	0.2	0.5	/
CCCCn1c(=NC(=O)c2ccco2)c(C(=O)OCC)cc2c(=O)n3cccc(C)c3nc21	-8.6	0.0	23.3	-5.3	-3.0	-0.4	1.7	2.0	7.0
Cc1cc(C)nc(NS(=O)(=O)c2ccc(NC(=O)c3nn(-c4ccccc4)ccc3=O)cc2)n1	9.6	0.3	-12.3	12.3	-0.8	0.6	24.0	2.3	-5.1
CCOC(=O)COc1c(C=O)cc(Br)cc1OC	-4.8	-1.0	13.5	0.3	-3.6	-0.6	-6.7	4.0	-12.0
Cc1cc(/C=C2\SC(=S)NC2=O)c(C)n1-c1ccccc1	0.5	1.6	4.7	4.4	-4.5	4.8	?	13.1	1.4
Cc1ccc(C(=O)O)cc1-c1ccc(/C=C2\SC(=O)N(CC(=O)Nc3ccc4c(c3)OCO4)C2=O)o1	-4.7	0.1	6.2	-2.9	-2.8	1.1	-35.9	5.1	7.0
C=CCN1C(=O)/C(=N/n2cnnc2)c2ccccc21	4.5	-0.8	6.0	2.7	-4.6	-1.0	-23.5	3.8	-4.7
CCOc1ccc(N(C(=O)c2cc3ccccc3oc2=O)C2C=CS(=O)(=O)C2)cc1 (stereo not drawn)	-5.0	0.2	-5.0	-3.2	3.2	-0.3	1.0	4.8	4.5
COc1ccc(NC(=O)CSCc2cc(=O)n3ccsc3n2)cc1	6.2	0.2	-14.0	3.4	-3.0	0.9	8.2	1.5	-0.9
Cc1ccc(NC(=O)CCC(=O)c2cccs2)cc1	7.6	0.3	-8.4	-7.3	4.9	0.3	-18.9	4.0	3.5
Cc1ccc(/C(O)=C2\C(=O)C(=O)N(CCN(C)C)C2c2ccccc2F)cc1 (stereo not drawn)	-1.4	0.9	13.8	1.6	-4.5	-0.2	5.5	1.1	5.2
Cc1cc(=O)oc(C)c1C(=O)n1nc(C)c2c1C[C@@H]1[C@H]2C1(C)C	5.0	0.4	5.1	-9.6	-0.2	-0.9	7.3	-1.4	2.6
COc1ccc(C(=O)N2CCN(c3ccc(NC(=O)c4cccnc4)cc3)CC2)cc1	-2.4	0.6	-2.6	-5.0	-1.7	0.4	-12.6	-0.2	-1.7
CCC(=O)NC(=S)Nc1ccc(NC(=O)c2ccco2)cc1	-5.9	0.0	-2.0	-5.3	-4.5	0.5	4.7	2.7	-25.6
COC(=O)Nc1sc2c(c1C(=O)NCc1ccco1)CCC2	-4.9	/	-10.7	/	0.2	-0.3	3.2	1.3	/
CN(C1(C)CCS(=O)(=O)C1)S(=O)(=O)c1ccc(F)cc1 (stereo not drawn)	5.5	2.4	2.8	7.2	-1.6	0.4	-3.4	1.4	-12.6
O=C(CCN1C(=O)c2ccccc2S1(=O)=O)Nc1ccc(F)cc1F	1.7	0.0	1.6	2.0	-6.1	-0.8	-4.4	2.3	4.3
Cc1cccc(Sc2nc(-c3ccccc3)ccc2C#N)c1	-1.4	0.0	-1.6	11.0	-3.5	2.1	8.1	7.6	-0.1
O=C(NCc1ccccc1)C(=O)NCC1OCCN1S(=O)(=O)c1ccc([N+](=O)[O-])cc1 (stereo not drawn)	0.0	-0.3	0.1	0.8	-2.9	-0.1	-3.1	1.7	-2.3
C=CCn1c(SCC)nc2sc3c(c2c1=O)CCc1ccccc1-3	-1.7	0.2	17.4	1.3	-1.6	0.4	0.1	2.7	10.0
COc1cc2c(cc1NC(=O)c1ccc(C(C)(C)C)cc1)CCCC2	0.7	-0.5	0.3	-4.6	-3.5	-1.2	-12.2	2.9	4.4
Cc1cc(C)c(C(=O)N2CCCC(CNS(=O)(=O)c3cccs3)C2)o1 (stereo not drawn)	-0.7	3.9	0.7	3.3	2.8	-0.5	5.2	-0.3	-40.1
COc1ccccc1OCCCCOc1ccccc1C(C)=O	-1.3	-0.9	-24.6	7.2	-6.2	-0.5	-3.7	8.9	-6.7
COc1ccc(/C=C/C(=O)NCC(=O)N/N=C/c2cc(Br)ccc2OCc2ccccc2)cc1	2.8	-0.4	/	-10.5	-0.1	0.8	-24.1	0.3	-12.6
O=C(Cn1nc(-c2ccccc2)ccc1=O)Nc1ccc(-n2cnnn2)cc1	-5.8	0.5	-2.3	-4.3	1.4	-0.1	?	1.4	-16.3
O=C(Nc1ccc(Br)cc1)c1cc(S(=O)(=O)NC2CCCC2)ccc1F	3.4	-0.1	-23.6	4.4	-1.9	-0.5	-20.3	-0.6	/
Cc1cc(C)c2nc(SCCC#N)nc(C)c2c1	2.6	-2.1	9.7	-12.0	-5.3	-0.6	-8.6	0.4	6.7
COc1ccc(-n2c(C)cc(C(=O)COC(=O)c3ccc(O)cc3O)c2C)cc1	10.5	0.0	-19.1	3.4	4.3	-0.1	-32.8	3.4	-0.8

Entries of single compounds from above. Values in the order: TRHR PAM	D2 ag	D1 antagonist	D2 potentiator	D1 potentiator	TRHR agonist	RXFP1 antag	D1 ag	D2 antagonist
`COc1ccc(/C=C/C(=O)NCC(=O)N/N=C/c2cc(Br)ccc2OCc2ccccc2)cc1` as listed: 2.8	-0.4	/	-10.5	-0.1	0.8	-24.1	0.3	-12.6
`Cc1cc(C)c2nc(SCCC#N)nc(C)c2c1` as listed: 2.6	-2.1	9.7	-12.0	-5.3	-0.6	-8.6	0.4	6.7
